# esBAF inh – Bmi1 luciferase reporter increase in mESCs, primary screen, esBAF inhibitor project, mouse ES cells, Bmi1 luciferase knock-in, single point; 24 h; 100% = twice the neutral-well signal; reporter increase, % at 12.5 µM; 2% of 350,000 active; in the data active = activation above about 40%; inconclusive = no clear call, values can overlap the other calls;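 note: 0% = median of the plate's neutral control wells and 100% = double that signal; a rise in the Bmi1 reporter signal indicates esBAF inhibition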
# ERp5 block – inhibitors of ERp5-driven insulin aggregation, primary screen, biochemical, turbidity, absorbance 650 nm, single point | Protein disulfide-isomerase A6 (Homo sapiens), Q15084 | 90 min | inhibition, % at 9.99 µM | 0.05% of 350,000 active | AID 651711, 2012;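 active = mean replicate inhibition above about 25%, with every replicate also reaching it, limit read from the data, passing the limit was not always enough; inconclusive = only one of those two criteria met; inactive = neither criterion met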
# CASP6 VEID inh – human caspase-6 inhibitors, primary screen, biochemical, VEID-R110 fluorescence, single point, set 2. purified caspase-6, Z-VEID-R110 cleavage fluorescence. inhibition, % at 12.5 µM. AID 686996, 2013. 0.53% of 350,000 active;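 active = mean inhibition across replicates at least about 35%, with every replicate also reaching that limit, limit read from the data; inconclusive = only one of the two criteria met; inactive = neither criterion met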;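 note: 0% = median of neutral control wells and 100% = no fluorescence left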
# Target sequence (P55212 24-179 limits assumed): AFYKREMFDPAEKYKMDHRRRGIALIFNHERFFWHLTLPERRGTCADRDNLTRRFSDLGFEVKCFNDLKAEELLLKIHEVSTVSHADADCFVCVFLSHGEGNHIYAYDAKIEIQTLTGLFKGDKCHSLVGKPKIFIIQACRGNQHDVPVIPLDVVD
# Target sequence (P55212 194-293 limits assumed): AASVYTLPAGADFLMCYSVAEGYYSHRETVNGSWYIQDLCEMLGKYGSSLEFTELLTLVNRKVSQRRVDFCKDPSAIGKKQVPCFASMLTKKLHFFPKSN
# PglD inh – C. jejuni PglD acetyltransferase inhibitors, primary screen, biochemical, DTNB colorimetric, single point. UDP-N-acetylbacillosamine N-acetyltransferase PglD (Campylobacter jejuni). purified PglD enzyme, DTNB colorimetric CoA detection. inhibition, % at 12.5 µM. 0.098% of 360,000 active; in the data active = inhibition above about 16%, passing the limit was not always enough; inconclusive = no clear call, values can overlap the other calls; note: strong numbers were not always called active
# RAD52 anneal inh – RAD52 DNA annealing inhibitors, primary screen, biochemical, FRET, single point, set 2. 0.46% of 360,000 active. recombinant RAD52 DNA annealing, FRET fluorescence. inhibition, % at 18.7 µM. AID 651710, 2012;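 active = every replicate showing at least 50% inhibition; inconclusive = mean inhibition at least 50% but not in every replicate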
# ARNT TACC3 PPI – disruptors of ARNT/TACC3 protein interaction, primary screen, biochemical, AlphaScreen, single concentration; Transforming acidic coiled-coil-containing protein 3 (Homo sapiens), Q9Y6A5; AlphaScreen His-ARNT PAS-B/GST-TACC3 binding, luminescence; TACC3 fragment carries E629A point mutation; inhibition, % at 9.99 µM; 0.66% of 390,000 active; AID 623870, 2012;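 active = mean inhibition of replicates at least 50% and at least half of replicates each reaching 50%; inconclusive = half or more replicates reach 50% but mean below 50%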;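 note: 0% = complete ARNT plus TACC3 wells and 100% = ARNT alone without TACC3; many hits fall short of the cut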
# E-sel inducer – E-selectin induction in HUVECs, primary screen, imaging, HUVEC, immunofluorescence imaging, single point; P16581; normalized: neutral wells 0, TNF-alpha wells 100; activation, % at 7.58 µM; 0.37% of 260,000 active; AID 686992, 2013;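 active = mean E-selectin-positive cell signal at least 10% of the positive control, reached in at least 60% of replicates, without over 20% cell loss; inconclusive = no rule given, readout overlaps actives, possibly toxicity-flagged; inactive = the rest, including those meeting only one limit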;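 note: in these data hits start at about 27%; measured in HUVEC primary endothelial cells; signal is the percent of cells scored E-selectin positive by PE staining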
# Target sequence (P16581 whole entry, looked up): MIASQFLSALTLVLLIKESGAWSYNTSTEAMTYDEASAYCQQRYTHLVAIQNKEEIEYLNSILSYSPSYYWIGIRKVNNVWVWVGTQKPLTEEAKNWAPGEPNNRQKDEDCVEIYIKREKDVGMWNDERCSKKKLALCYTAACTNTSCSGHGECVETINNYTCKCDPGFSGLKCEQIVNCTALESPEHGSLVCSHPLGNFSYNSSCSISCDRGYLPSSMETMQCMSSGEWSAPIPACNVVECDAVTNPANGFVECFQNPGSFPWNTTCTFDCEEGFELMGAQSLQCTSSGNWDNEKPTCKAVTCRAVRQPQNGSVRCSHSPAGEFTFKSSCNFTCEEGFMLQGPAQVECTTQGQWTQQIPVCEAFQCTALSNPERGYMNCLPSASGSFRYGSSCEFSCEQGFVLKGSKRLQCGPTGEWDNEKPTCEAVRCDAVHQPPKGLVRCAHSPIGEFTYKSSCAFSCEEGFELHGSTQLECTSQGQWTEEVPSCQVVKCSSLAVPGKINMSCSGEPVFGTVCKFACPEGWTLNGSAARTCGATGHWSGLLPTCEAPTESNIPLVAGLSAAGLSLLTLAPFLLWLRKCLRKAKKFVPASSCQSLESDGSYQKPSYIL
#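 Test system: HUVEC; input: 3,000 HUVEC/well; measured by: immunofluorescence imaging; read-out: % PE-positive cells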
# RAD54 inh – inhibitors of human RAD54 branch migration, primary screen, biochemical, fluorescence, single point; DNA repair and recombination protein RAD54-like (Homo sapiens), Q92698; RAD54 Holliday junction branch migration, FAM/BHQ fluorescence; inhibition, % at 10.4 µM; 0.14% of 360,000 active; AID 602329, 2012;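 active = mean normalized replicate activity at least 40 and at least half of replicates scoring 40 or more; inconclusive = only one of the two criteria met; inactive = mean below 40 and under half of replicates reaching 40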;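 note: 0% = median of neutral control wells and 100% = median of positive control wells; inhibitors cause a drop in the FAM fluorescence signal; in these data hits start at about 50%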
# Numbers without * were called inactive; ? = inconclusive; nt = not tested or not shown; & = joins results of further samples; ! = a repeat was not active. This is a random part of the collection; overall some 3.2% were active at least once.
# Value order: esBAF inh	ERp5 block	CASP6 VEID inh	PglD inh	RAD52 anneal inh	ARNT TACC3 PPI	E-sel inducer	RAD54 inh
- COc1ccc(Br)cc1CNC(=O)C1CCN(S(=O)(=O)N2CCCC2)CC1
 : 8	0	-1	2	13	3	nt	-6
- CCCCOCCCNC(=O)N[C@H](C(=O)OC)C(C)CC (stereo partly specified)
 : 4	3	-2	0	-15	-4	nt	-12
- NC(=O)C1CCN(C2CC(=O)N(c3cccc(F)c3)C2=O)CC1 (stereo unspecified)
 : -2	nt	nt	2	nt	-7	nt	-1
- O=c1[nH]c2ccccc2nc1C(F)(F)C(F)F
 : -5	nt	nt	1	nt	-2	nt	-2
- Cn1sccc1=O
 : -1	10	-3	3	-12	-4	1.4	-7
- C[C@@H]1CN([C@H](C)CO)S(=O)(=O)c2ccc(C#Cc3ccncc3)cc2O[C@@H]1CN(C)S(=O)(=O)c1ccccc1
 : 6	-6	1	4	-33	-6	-0.1	-10
- O=C(Cn1c(NCCCO)nc2ccccc21)c1ccc(Cl)cc1Cl
 : 12	-1	1	-1	-15	-5	0.2	2
- COC(=O)c1ccc(NC(=O)CSc2nnc(-c3ccccc3)n2C)cc1
 : 0	nt	nt	8	nt	-3	nt	9
- Cc1cc(C)nc(/N=C(\N)Nc2cccc([N+](=O)[O-])c2)n1
 : nt	3	0	-5	-4	-5	15	10
- CN1CCN(C(=O)[C@H]2[C@H](CO)[C@H]3Cn4c(ccc(-c5cncnc5)c4=O)[C@H]3N2CC2CCCC2)CC1
 : -7	2	1	-2	-2	-8	0.1	-3
- O=C(COC(=O)c1cccnc1)Nc1ccc2c(c1)OCO2
 : nt	-3	0	nt	3	-10	nt	nt
- COc1ccc(CCNC(=O)/C(C#N)=C2\N=C(NC(=O)c3cccs3)c3ccccc32)cc1
 : nt	0	-1	nt	-20	39	-0.1	nt
- C[C@@H]1CCCCO[C@@H](CN(C)S(=O)(=O)c2ccccc2)[C@@H](C)CN([C@@H](C)CO)C(=O)c2cc(NC(=O)Nc3ccc(F)cc3)ccc2O1
 : 2	-5	-1	5	2	3	0.3	5
- FC(F)Oc1ccc(NC(=S)N2CCN(Cc3ccccc3)CC2)cc1
 : nt	-1	-5	nt	-20	26	nt	nt
- CCC(C)C(NC(=O)C1CCC(C)CC1)C(=O)NCc1cccnc1 (stereo unspecified)
 : 2	nt	nt	-2	nt	-3	nt	3
- C[C@@H]1CCCCO[C@@H](CN(C)S(C)(=O)=O)[C@@H](C)CN([C@@H](C)CO)C(=O)c2cc(NS(=O)(=O)c3ccc(Cl)cc3)ccc2O1
 : 0	4	5	3	-12	-1	-0.1	-3
- C[C@@H]1CN([C@H](C)CO)C(=O)Cc2cc(NC(=O)Nc3ccccc3)ccc2O[C@H]1CN(C)Cc1ccc(C(=O)O)cc1
 : 6	1	1	-3	0	10	0.3	-6
- CCN(CC(=O)Nc1c(F)cccc1F)C(=O)C1CCCN(C(=O)c2ccc(Cl)cc2)C1 (stereo unspecified)
 : -1	6	-80	1	5	-3	nt	-6
- CC(OC(=O)CCC(=O)c1ccc(F)cc1)C(=O)NC1CCCCC1C (stereo unspecified)
 : 6	3	-2	-8	-2	-9	-0.6	3
- Cc1ccc([C@H]2C[C@@H](n3cc(COC(=O)c4ccccc4)nn3)[C@H](O)CN2C(=O)C2CCCCC2)cc1
 : 7	1	2	nt	-16	nt	3.4	nt
- Cc1cc(NCCO)c2cc(O)ccc2n1
 : 3	nt	nt	5	nt	-1	nt	30
- Cc1ccsc1/C=N/NC(=O)Cc1cccn1C
 : nt	-1	8	nt	-20	0	-0.1	nt
- NC(=O)CC(NC(=O)c1ccc(Br)cc1)c1ccc(N2CCC(Br)CC2)c([N+](=O)[O-])c1 (stereo unspecified)
 : -4	5	3	3	-4	4	-0.1	3
- CC(=O)C(Sc1nc(NC(C)(C)C)nc(N(C)C)n1)C(C)=O
 : 10	nt	nt	0	nt	14	nt	-23
- COc1cccc(C(=O)N2CCN(Cc3ccco3)CC2)c1OC
 : 4	nt	nt	-10	nt	26	nt	-8
- CCOc1ccccc1-c1nc(CN2CCN(C(=O)c3ccco3)CC2)c(C)o1
 : 2	11	3	-3	-12	2	0.0	4
- CC(C)CC#Cc1ccc2c(c1)O[C@@H](CN(C)Cc1ccc3c(c1)OCO3)[C@H](C)CN([C@H](C)CO)S2(=O)=O
 : -6	-5	0	0	19	1	nt	3
- c1csc(-c2nc(CN3CCSCC3)cs2)c1
 : -49	-2	-1	-3	-5	-7	nt	-5
- COC(=O)C1CCN(c2ccc(Cl)nn2)CC1
 : nt	-1	-2	nt	0	2	nt	nt
- Cc1ccc2c(C(=O)CN3CC(C)CC(C)C3)c(C)[nH]c2c1 (stereo unspecified)
 : -4	2	0	9	1	-24	nt	15
- CC(=O)N(C)C[C@@H]1Oc2cc(C#Cc3ccccc3)ccc2S(=O)(=O)N([C@H](C)CO)C[C@H]1C
 : 2	-3	1	-2	-15	-2	0.3	5
- COc1ccc(S(=O)(=O)Nc2c(F)cccc2F)cc1
 : 4	-1	0	-4	-7	-8	nt	2
- C[C@@H]1CN([C@@H](C)CO)C(=O)CCCn2nncc2CO[C@H]1CN(C)S(=O)(=O)c1cccc(C#N)c1
 : -8&-4	-6&2	-2&-1	-3&3	-2&1	-9	5.2	9&4
- Cc1ccc(C(=O)NCCCN2CCOCC2)cc1S(=O)(=O)N1CCOCC1
 : -4	-6	-15	3	3	5	nt	-1
- COc1ccccc1/C=C/C(=O)OCC(=O)Nc1ccccc1Sc1ccccc1
 : nt	-1	-2	nt	-10	-2	0.0	nt
- COc1cc(O)c(C(=O)CC(=O)c2ccncc2)c(OC)c1
 : 4	5	0	5	-4	11	-3.1	9
- C/C(N)=C(/C#N)C(=O)COC(=O)COc1ccc(Cl)cc1
 : nt	1	0	nt	-12	-1&-6	-0.3	nt
- C[C@@H]1CCCCO[C@@H](CN(C)C(=O)c2ccccc2)[C@@H](C)CN([C@@H](C)CO)C(=O)c2cc(NC(=O)NC3CCCCC3)ccc2O1
 : -2	-2	0	2	1	-5	-0.1	1
- COc1cccc(NC(=O)N2CCOCC2)c1
 : 5	nt	nt	2	nt	3	nt	4
- Cc1cccc2[nH]c(CN(C)C(=O)C3CCC(=O)N(C4CC4)C3)nc12 (stereo unspecified)
 : -3	-2	-1	1	-10	2	nt	3
- COc1cccc(/C=N/NC(=S)NCCc2ccccc2)c1OC
 : 3	2	-2	2	0	-4	0.2	0
- C/C=C/c1ccc(C2[C@H]3CNC[C@@H]2N3Cc2cc(-c3ccccc3)on2)cc1 (stereo partly specified)
 : nt	1&-2	3&-2	nt	52*!	nt	-0.2&0.0	nt
- C[C@H]1CN([C@@H](C)CO)C(=O)Cc2cc(NC(=O)Nc3ccccc3)ccc2O[C@H]1CN(C)S(=O)(=O)c1cn(C)cn1
 : 1	3	2	3	3	-9	0.0	4
- O=C(NCC1CCCO1)c1ccc2c(=O)n(-c3ccccc3)c(=S)[nH]c2c1 (stereo unspecified)
 : -3	2	3	-3	-2	5	-0.1	-2
- COc1cc(CN2CCN(CCOCCO)CC2)cc(OC)c1OC
 : -6	nt	nt	-3	nt	-4	nt	9
- C[C@H](CO)N1C[C@H](C)[C@@H](CN(C)Cc2ccc(C(=O)O)cc2)OCCCC[C@H](C)Oc2ccc(NC(=O)Cc3ccccc3)cc2C1=O
 : 3	3	1	0	7	-4	0.1	-3
- O=C(NCCN1CCCC1)[C@H]1N[C@H]2c3ccc(C4=CCCCC4)c(=O)n3C[C@H]2[C@@H]1CO
 : 0	-1	1	1	4	-7	0.0	10
- Cc1cccc(NC(=O)NCC2CC2)c1
 : 5	0	-3	-1	4	6	-0.1	-4
- COc1cccc(C(=O)Nc2cc(NC(=O)c3cccs3)ccc2C)c1OC
 : 8	1	-2	-7	-1	3	nt	1
- Nc1sc(-c2ccccc2)cc1C(=O)NCCN1CCOCC1
 : nt	3	0	nt	-7	nt	0.2	nt
- O=S(=O)(NCc1cccnc1)c1cccn1-c1ncc(C(F)(F)F)cc1Cl
 : nt	-11	0	nt	-9	3	nt	nt
- COc1cc(NC(=O)CCn2c(=S)oc3ccccc32)cc(OC)c1OC
 : -1	-2	0	5	-8	1	0.6	7
- CCCNC(=O)Nc1ccc2c(c1)OC[C@@H](C)N(C(=O)CC)C[C@H](C)[C@@H](OC)CN(C)C2=O
 : 2	2	nt	-2	1	21	-0.3	7
- COc1ccc(OCc2nn3c(-c4cccc(OC)c4)nnc3s2)cc1
 : 5	nt	nt	-2	nt	1	nt	1
- Cc1ccc(S(=O)(=O)Nc2ccc3c(c2)CC(=O)N([C@@H](C)CO)C[C@H](C)[C@@H](CN(C)CC2CC2)O3)cc1
 : -3	0	-4	-4	5	0	0.0	1
- O=C(c1cccnc1)N1N=C(c2cccs2)CC1c1ccc(F)cc1 (stereo unspecified)
 : nt	3	1	nt	-19	-3	-0.5	nt
- N#CC1=C(N)Oc2cc(N)ccc2C1c1ccccc1 (stereo unspecified)
 : 2	2	37*	-9	-39	1	nt	4
- COc1cc(OC)cc(C(=O)N/N=C\c2ccoc2)c1
 : nt	2	-4	-21	-12	nt	-0.1	-2
- Cc1nnc(NC(=O)CSc2nnc(CC(=O)Nc3ccccc3C)n2C)s1
 : -5	1	-3	4	-16	32	nt	-3
- COC(=O)C1=C(C)N(Cc2ccc(F)cc2)C(=S)NC1c1ccc(F)cc1 (stereo unspecified)
 : nt	0	-2	nt	0	nt	0.0	nt

# Next entries follow.
# Value order: esBAF inh	ERp5 block	CASP6 VEID inh	PglD inh	RAD52 anneal inh	ARNT TACC3 PPI	E-sel inducer	RAD54 inh
- CCOc1ccc(Br)cc1S(=O)(=O)N1CCC(C(=O)O)CC1
 : nt	5	-2	nt	-10	-4	nt	nt
- FC(F)(F)c1cc(N2CCN(Cc3ccccc3)CC2)c2ccccc2n1
 : nt	2	-2	nt	-3	-19	23	nt
- COCC(=O)Nc1ccc2c(c1)[C@@H]1C[C@H](CC(=O)N(C)C)O[C@@H](CO)[C@@H]1O2
 : -3	-6	-5	0	-9	-6	0.3	6
- CCCN(CCC)C(=O)CSc1nc2ccccc2c(=O)n1C1CCCC1
 : -3	nt	nt	5	nt	-13	nt	3
- CN(C)C(=O)C[C@H]1C[C@@H]2c3cc(NS(=O)(=O)c4ccccc4)ccc3O[C@@H]2[C@H](CO)O1
 : -1	-5	1	-1	1	-3	-0.5	-6
- CCOC(=O)C1=C(CN2c3ccccc3CC2C)NC(=O)NC1c1ccccc1 (stereo unspecified)
 : 2	nt	nt	3	nt	26	nt	1
- CN(C)C(=O)[C@@H]1[C@@H](CO)[C@@H]2Cn3c(ccc(/C=C/c4ccccc4)c3=O)[C@@H]2N1C(=O)c1cccnc1
 : 1	-7	-3	1	-17	-10	0.7	-2
- C[C@H]1CN([C@@H](C)CO)C(=O)c2cc(C#CCc3ccccc3)cnc2O[C@@H]1CN(C)CC1CCOCC1
 : -6	?	-1	-2	5	-5	0.0	1
- COc1ccc(NC(=O)NC2CCCCCCC2)c(OC)c1
 : 22	nt	nt	-3	nt	-5	nt	-2
